ssDAF12 agonist: activators of S. stercoralis DAF-12 nuclear receptor | AID 652126 | hit rate 1% among 370,000 | HEK293 ssDAF-12/GRIP1 lit1-tk-luc reporter, luminescence; % of 3 µM dafachronic acid response | activation, % at 6.8 µM;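 active = activation above the mean over all tested compounds plus 3 SD, cut at about 0.9% in these data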;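 note: 0% = DMSO-only wells and 100% = 3 µM delta7-dafachronic acid wells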
DAX1 inh-1: DAX1 (NR0B1) inhibition, primary screen | inhibition, % at 6.8 µM | AID 652010 | HEK293T StAR-luciferase reporter, SF-1/DAX-1 repression relief | hit rate 1.1% among 370,000;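 active = inhibition above the mean over all tested compounds plus 3 SD, cut at about 3.6% in these data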;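 note: 0% = DAX-1 cells with DMSO and 100% = cells lacking DAX-1 with DMSO; higher inhibition means more luminescence from relief of DAX-1 repression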
hcDAF-12 act: activates DAF-12 receptor from parasite H. contortus; HEK293 hcDAF-12 lit1-tk-luc reporter, luminescence; 0% DMSO, 100% Δ7-dafachronic acid; activation, % at 6.8 µM; hit rate 1.4% among 370,000; AID 652067;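 active = activation above the mean of all tested compounds plus 3 SD, cut at about 5.5% in these data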;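 note: 100% = response to 3 µM Δ7-dafachronic acid high control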
sPLA2-III inh: Blocks human group III sPLA2 activity; hit rate 0.56% among 370,000; AID 743126; inhibition, % at 12.2 µM; QFRET BODIPY PC-A2 liposome hydrolysis, fluorescence;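 active = inhibition above mean plus 3 SD of compounds lying within the high and low control bounds, cut at about 19% in these data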;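 note: 0% = median of test compound wells and 100% = no enzyme DMSO wells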
Target sequence (Q9NZ20 whole entry, looked up): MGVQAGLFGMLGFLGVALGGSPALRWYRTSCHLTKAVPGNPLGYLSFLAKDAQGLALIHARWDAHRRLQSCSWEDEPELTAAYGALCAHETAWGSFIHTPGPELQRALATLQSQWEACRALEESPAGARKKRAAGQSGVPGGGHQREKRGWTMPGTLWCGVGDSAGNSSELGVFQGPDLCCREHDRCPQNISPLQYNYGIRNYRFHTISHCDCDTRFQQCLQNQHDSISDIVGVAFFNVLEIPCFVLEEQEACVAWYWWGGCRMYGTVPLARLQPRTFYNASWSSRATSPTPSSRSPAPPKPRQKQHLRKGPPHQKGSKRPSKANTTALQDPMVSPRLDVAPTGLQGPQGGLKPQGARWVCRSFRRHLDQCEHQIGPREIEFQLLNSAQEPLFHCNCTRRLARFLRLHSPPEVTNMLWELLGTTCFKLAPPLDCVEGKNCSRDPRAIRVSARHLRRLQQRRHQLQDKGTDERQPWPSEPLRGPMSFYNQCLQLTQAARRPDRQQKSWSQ
PLC-beta3 inh: PLC-beta3 (human) inhibition, primary screen; Purified PLC-beta3, fluorogenic substrate, fluorescence; inhibition, % at 12.2 µM; hit rate 0.18% among 370,000; in the data active = inhibition above about 11%;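 note: 0% = median of compound wells on plate and 100% = full blocker control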
Rev-erbA mod: modulators of human Rev-erb alpha DNA binding | P20393 | Rev-erbα–FITC-DNA binding, fluorescence polarization, 90 min | activity, % at 10 µM | hit rate 0.79% among 370,000 | AID 1259318;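 active = activity above about 14%, limit read from the data; passing the limit was not always enough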;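 note: 0% = DMSO wells with 35 nM protein and 100% = DMSO wells with 750 nM protein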
PG9 Ab binder: binds the HIV-1 gp120 antibody PG9; AID 624416; hit rate 0.43% among 360,000; inhibition, % at 6.7 µM; TR-FRET gp120-PG9 antibody binding; in the data active = inhibition above about 8.5%
hgDAF-12 ag: agonists of H. glycines DAF-12 nuclear receptor; HEK293 GAL4-hgDAF12 UAS-luciferase reporter, agonist luminescence; normalized to butyrate control; activation, % at 6.8 µM; hit rate 1.8% among 370,000; AID 687014;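 active = activation above a cutoff set at the mean of all screened compounds plus 3 SD, cut at about 10% in these data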;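 note: 0% = DMSO wells and 100% = sodium butyrate wells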
FXN GAA850 act: frataxin GAA850 promoter activation; HEK293 lucGAA850 FXN promoter luciferase reporter, 24 h; percent of 10 µM SAHA response; activation, % at 6 µM; hit rate 0.56% among 360,000; AID 540364;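 active = activation above the average of all compounds screened plus 3 SD, cutoff fixed separately per campaign, cut at about 7.5% in these data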;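 note: 0% = DMSO wells and 100% = 10 µM SAHA wells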
SMARCA2 act: activators of SMARCA2 function. activation, % at 9.1 µM. hit rate 1% among 370,000. AID 652017. MG213 cells, MMTV-luciferase reporter, dexamethasone, overnight; in the data active = activation above about 7.8%;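 note: 0% = vehicle wells and 100% = reference activator wells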
DAX1 inh-2: inhibits human nuclear receptor DAX1 | AID 504766 | HEK293 Gal4-DAX1 luciferase reporter, luminescence | inhibition, % at 6.75 µM | hit rate 0.99% among 340,000;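 active = inhibition above the mean over all tested compounds plus 3 SD, cut at about 4.2% in these data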;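 note: 0% = DAX1-transfected cells with DMSO and 100% = empty-vector control cells with DMSO; inhibition shows as a rise in luminescence from relieved DAX1 repression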
Target sequence (P51843 207-470 limits assumed): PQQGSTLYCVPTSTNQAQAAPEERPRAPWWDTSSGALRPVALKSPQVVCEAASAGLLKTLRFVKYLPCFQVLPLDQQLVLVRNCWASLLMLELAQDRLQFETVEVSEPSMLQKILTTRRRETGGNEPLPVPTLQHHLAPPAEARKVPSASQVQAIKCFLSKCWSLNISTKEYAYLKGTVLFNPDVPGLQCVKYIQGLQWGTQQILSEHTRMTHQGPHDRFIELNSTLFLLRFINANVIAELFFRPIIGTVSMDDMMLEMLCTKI
* = called active by the depositor; x = not tested or not shown.

SMILES	ssDAF12 agonist	DAX1 inh-1	hcDAF-12 act	sPLA2-III inh	PLC-beta3 inh	Rev-erbA mod	PG9 Ab binder	hgDAF-12 ag	FXN GAA850 act	SMARCA2 act	DAX1 inh-2
O=C(COC(=O)CCc1ccc(S(=O)(=O)N2CCCCC2)cc1)Nc1cccc2ccccc12	-0.2	-0.1	1.1	-55	8	4	-1.1	1.9	4.9	-3	0.5
O=C(COC(=O)c1nc(Cl)ccc1Cl)NC1CCCCC1	-1.3	2.1	2.0	2	-3	-2	0.9	2.5	1.1	-1	0.8
COc1ccc(C2(c3ccc(OC)cc3)NC(=O)N(CC(=O)Nc3cc(C)ccc3OC)C2=O)cc1	-1.4	0.8	-1.1	-23	-12	5	0.1	2.7	1.7	-1	0.3
COc1cccc(/C=N/N2CCN(C3c4ccccc4-c4ccccc43)CC2)c1O	-1.1	0.4	2.6	-4	-5	11	0.0	-0.9	2.9	-1	0.8
CCOc1cc(C2CC(=O)NC(SCC)=C2C#N)ccc1O (stereo unspecified)	-0.7	-1.0	0.9	10	3	-6	-3.2	-3.3	-1.7	-2	1.6
Cc1cc2c(cc1C)CSC(c1ccc(O)cc1)SC2	-0.7	0.7	-1.3	-26	3	4	-0.8	-0.8	0.5	-2	-0.6
O=C(C[C@H]1C/C=C\CC[C@H](Cc2ccc(F)cc2)C(=O)OC[C@@H]2CCCN2C1=O)N[C@H](CO)Cc1ccccc1	-1.4	-0.3	-1.8	-10	1	-5	0.2	-1.5	-1.1	1	0.5
c1ccc(-c2cc(-c3nc(-c4ccccn4)no3)c3ccccc3n2)cc1	-1.5	1.0	-0.5	0	-4	1	-0.4	-0.1	-0.5	-4	0.6
O=C(N/N=C/c1ccc(-c2ccc(Br)cc2)o1)c1ccc2c(c1)OCO2	-0.8	1.6	-0.7	-7	-55	-6	-1.1	0.2	1.3	2	-0.1
O=C(CC(c1ccccc1)c1ccccc1)Nc1ccc(O)cc1	-1.3	-0.2	-0.3	-13	-7	-1	0.0	-0.8	-0.1	1	1.6
COc1ccccc1N(C)S(=O)(=O)c1ccc(C(=O)Nc2nccs2)cc1	-1.6	-1.2	-2.9	3	-10	-3	-0.1	-0.1	0.2	-1	-1.4
O=C(O)CCn1nnc(-c2cccs2)n1	-1.2	0.1	0.2	-1	0	-2	0.8	1.5	0.3	0	-0.5
CC(=Nc1ccccc1)C1=C(O)COC1=O	-1.7	-0.1	-1.4	-2	-4	-1	-1.0	-1.7	1.1	1	-0.4
Cc1ccc(S(=O)(=O)N(C)C)cc1-n1c(SCC(=O)Nc2ccc(F)cc2Cl)nc2ccccc2c1=O	-2.2	-2.2	-2.3	-6	3	6	0.5	-1.1	-1.6	-2	-1.3
CC(C)(CN1CCN(C(c2ccccc2)c2ccccc2)CC1)NS(=O)(=O)c1ccccc1	-1.3	-0.5	-2.2	-11	-2	-4	-0.8	1.8	1.2	-4	-0.4
O=C(Cn1ncc2ccccc2c1=O)Nc1cccc(C(F)(F)F)c1	-1.6	-0.2	0.0	1	0	4	-0.9	-1.3	2.5	-3	-0.2
CCC(NC(=O)NCc1ccc2c(c1)OCO2)(C(F)(F)F)C(F)(F)F	-0.7	0.6	-0.5	4	-50	-1	-2.2	1.0	-1.9	5	-0.9
COc1c(F)cccc1C1=CC(=O)C[C@H](c2ccc3c(c2)OCO3)C1	-1.4	0.5	-1.0	-4	-9	-3	-0.6	-1.6	3.2	1	1.7
COc1cccc(NC(=O)N(C)C[C@@H]2OCc3cn(nn3)CCCC(=O)N([C@H](C)CO)C[C@H]2C)c1	-0.7	-1.1	-0.2	3	-3	-3	0.3	-1.4	0.2	-4	2.7
CC(C)(C)N(Cc1cc2ccccc2[nH]c1=O)C(=O)C1CCCCC1	-1.8	0.6	-2.0	9	-1	-3	0.1	-2.0	0.4	0	1.1
O=C(c1ccco1)N1CCC(c2nc3ccccc3[nH]2)CC1	-0.4	2.2	-0.6	0	-6	-5	-0.6	0.4	-0.2	-2	-0.8
CC(NS(C)(=O)=O)C(c1cccs1)N1CCN(C)CC1 (stereo unspecified)	0.8	-0.1	-1.1	4	3	3	-3.1	-2.5	1.2	-3	1.0
CCOC(=O)CCCC(=O)N1CCOCCOCCOCC1	-0.5	0.1	-0.1	-5	-5	12	0.2	-3.3	0.8	3	1.4
O=C(CC1NCCNC1=O)Nc1cc(Cl)cc(Cl)c1 (stereo unspecified)	-0.2	0.5	1.5	-1	4	3	-0.8	0.1	1.1	-1	0.6
CN(C)S(=O)(=O)N(CC(=O)Nc1ccccc1)c1ccccc1	-0.7	0.2	0.6	10	-2	-1	-0.6	1.1	0.6	0	-0.5
Cc1ccn2cc(-c3cnoc3C)nc2c1	0.0	0.6	-0.4	1	-10	-2	0.2	4.6	0.1	2	2.5
CCn1c(COc2ccccc2C)nnc1SCC(=O)N1CCN(c2ccccc2)CC1	-1.6	0.3	-1.0	1	3	-5	-1.0	1.6	-5.6	-3	-3.0
COc1ccc(-c2csc(NC(=S)NC(=O)c3ccco3)n2)cc1Br	-1.1	0.6	0.8	1	-2	-1	-1.5	-1.1	0.7	0	0.4
O=C(NCC1CCCO1)c1cc2cc(Cl)ccc2[nH]1 (stereo unspecified)	0.4	-0.4	0.5	4	-7	1	-0.5	2.6	3.2	-1	4.2
CCc1ccc(NC(=O)CS(=O)CC(=O)NCCCc2ccccc2)cc1 (stereo unspecified)	-1.6	-0.3	1.1	-3	5	0	-0.8	-0.8	-1.4	5	-0.8
CCOC(=O)C1CCN(S(=O)(=O)c2ccc(Cl)nc2)CC1	-0.8	-0.6	-0.2	7	-7	-3	-0.7	0.5	0.7	-4	-2.3
Nc1cc(Cl)ccc1Nc1ccncc1	-0.7	-0.3	-1.4	-43	-3	0	-0.6	0.7	-0.1	-1	-0.3
O=C(CSc1nc2ccccc2nc1N1CCCCC1)N1CCN(S(=O)(=O)c2cc(Cl)ccc2Cl)CC1	-1.7	-1.4	-1.3	-1	0	28*	x	6.9	x	-3	x
CCOc1ccc(C2C(C(=O)O)c3ccccc3C(=O)N2CCN2CCOCC2)cc1 (stereo unspecified)	-0.7	0.2	3.3	0	0	0	-0.9	-1.5	-1.8	-4	0.6
OCC1(Cc2ccccc2F)CCCN(Cc2c(F)ccc(F)c2F)C1 (stereo unspecified)	-1.1	-0.3	0.0	-2	-5	12	0.2	-0.4	2.7	-2	2.0
Cc1ccc(N(C(=O)Cc2c[nH]c3ccccc23)C(C(=O)NC2CCCCC2)c2ccco2)cc1 (stereo unspecified)	-1.7	1.4	-1.9	-65	1	5	-0.9	-2.1	1.6	-6	3.8
COC(=O)c1c(NC(=O)CN2CCN(S(=O)(=O)c3ccccc3[N+](=O)[O-])CC2)sc2c1CCC(C)C2 (stereo unspecified)	-1.1	-0.4	-0.8	2	-1	-7	0.5	-1.3	1.2	1	-1.7
Cc1cccc(N=CC=C2OC(C)(C)C(C)(C)O2)c1	-0.5	0.4	-0.1	-7	-36	-2	0.4	3.7	1.2	1	-0.1
COc1ccc(-n2nnnc2SCC(=O)c2ccc3c(c2)OCCO3)c(OC)c1	-0.8	-0.4	-0.9	1	-2	12	4.8	1.3	-0.7	-1	-0.7
CC(C)N(C(=O)[C@H]1C[C@H](CC(=O)NCc2ccco2)C(=O)N2CCc3c([nH]c4ccc(Cl)cc34)[C@]12C)C(C)C	-1.1	-1.0	-3.7	-26	4	0	0.4	-1.1	-6.9	-4	-1.5
CC(=O)NC(Cc1ccc(F)cc1)C(=O)NC1CCN(c2nnnn2-c2ccccc2)CC1 (stereo unspecified)	-0.7	-1.0	1.3	0	3	6	0.5	2.4	-1.5	3	0.0

Structural class: those above with an aryl methoxy group (seven)
SMILES	ssDAF12 agonist	DAX1 inh-1	hcDAF-12 act	sPLA2-III inh	PLC-beta3 inh	Rev-erbA mod	PG9 Ab binder	hgDAF-12 ag	FXN GAA850 act	SMARCA2 act	DAX1 inh-2
COc1ccc(C2(c3ccc(OC)cc3)NC(=O)N(CC(=O)Nc3cc(C)ccc3OC)C2=O)cc1	-1.4	0.8	-1.1	-23	-12	5	0.1	2.7	1.7	-1	0.3
COc1cccc(/C=N/N2CCN(C3c4ccccc4-c4ccccc43)CC2)c1O	-1.1	0.4	2.6	-4	-5	11	0.0	-0.9	2.9	-1	0.8
COc1ccccc1N(C)S(=O)(=O)c1ccc(C(=O)Nc2nccs2)cc1	-1.6	-1.2	-2.9	3	-10	-3	-0.1	-0.1	0.2	-1	-1.4
COc1c(F)cccc1C1=CC(=O)C[C@H](c2ccc3c(c2)OCO3)C1	-1.4	0.5	-1.0	-4	-9	-3	-0.6	-1.6	3.2	1	1.7
COc1cccc(NC(=O)N(C)C[C@@H]2OCc3cn(nn3)CCCC(=O)N([C@H](C)CO)C[C@H]2C)c1	-0.7	-1.1	-0.2	3	-3	-3	0.3	-1.4	0.2	-4	2.7
COc1ccc(-c2csc(NC(=S)NC(=O)c3ccco3)n2)cc1Br	-1.1	0.6	0.8	1	-2	-1	-1.5	-1.1	0.7	0	0.4
COc1ccc(-n2nnnc2SCC(=O)c2ccc3c(c2)OCCO3)c(OC)c1	-0.8	-0.4	-0.9	1	-2	12	4.8	1.3	-0.7	-1	-0.7

High-throughput results from PubChem.

The order is random; about 7% have a hit in one of these screens.
